bIAP inh: blocks bovine intestinal alkaline phosphatase activity; purified bovine IAP, CDP-star luminescence, 30 min; 190,000 tested, under 10 active; inhibition, % at 20 µM;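 active = over 50% inhibition of intestinal alkaline phosphatase at 20 µM in the single-dose screen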
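test system = bovine IAP enzyme | medium = DEA buffer 100 mM, pH 9.8, with MgCl2 1.0 mM, ZnCl2 0.02 mM | detection = luminescence | dosing = single compound dose of 20 µM, 2% DMSO final | incubation = 30 min reaction at room temperature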
PPARg SRC-1 ag: agonists of human PPARgamma SRC-1 coactivator recruitment | P37231 | 0.41% of 200,000 active | AID 631 | PPARgamma-SRC-1 coactivator recruitment biochemical assay | activation, % at 8 µM; in the data active = activation above about 19%;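 note: 0% = DMSO and 100% = reference agonist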
Target sequence (P37231 whole entry, looked up): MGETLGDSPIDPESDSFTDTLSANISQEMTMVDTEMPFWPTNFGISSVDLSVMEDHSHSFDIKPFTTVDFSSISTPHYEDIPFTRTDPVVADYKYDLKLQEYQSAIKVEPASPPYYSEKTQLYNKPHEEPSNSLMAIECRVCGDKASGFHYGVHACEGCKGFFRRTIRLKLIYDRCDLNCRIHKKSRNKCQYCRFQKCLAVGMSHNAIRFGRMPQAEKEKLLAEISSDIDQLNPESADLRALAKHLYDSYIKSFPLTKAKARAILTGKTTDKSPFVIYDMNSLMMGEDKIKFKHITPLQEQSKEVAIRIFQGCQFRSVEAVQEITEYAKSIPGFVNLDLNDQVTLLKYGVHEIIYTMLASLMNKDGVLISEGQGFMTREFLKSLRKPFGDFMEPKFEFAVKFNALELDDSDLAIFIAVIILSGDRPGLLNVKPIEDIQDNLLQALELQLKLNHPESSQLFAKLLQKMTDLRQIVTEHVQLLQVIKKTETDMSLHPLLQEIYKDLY
bIAP activator: intestinal alkaline phosphatase (bovine) activation | 0.17% of 200,000 active | purified bovine IAP, CDP-star luminescence, 30 min; stronger effect = higher value; fold of DMSO-control signal, blank-subtracted | activation factor at 20 µM;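 active = activation factor of 2 or more at 20 µM, a signal rise over negative controls twice the positive control's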
TNAP act hi DEA: increases human TNAP activity under high phosphate acceptor concentration; activation factor at 20 µM; 200,000 tested, under 10 active; purified TNAP, CDP-star luminescence, 1 M DEA, 30 min; stronger effect = higher value; 0 = EDTA background, 1 = DMSO-only activity;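 active = activation factor at least 2 at 20 µM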
Target sequence (P05186 whole entry, looked up): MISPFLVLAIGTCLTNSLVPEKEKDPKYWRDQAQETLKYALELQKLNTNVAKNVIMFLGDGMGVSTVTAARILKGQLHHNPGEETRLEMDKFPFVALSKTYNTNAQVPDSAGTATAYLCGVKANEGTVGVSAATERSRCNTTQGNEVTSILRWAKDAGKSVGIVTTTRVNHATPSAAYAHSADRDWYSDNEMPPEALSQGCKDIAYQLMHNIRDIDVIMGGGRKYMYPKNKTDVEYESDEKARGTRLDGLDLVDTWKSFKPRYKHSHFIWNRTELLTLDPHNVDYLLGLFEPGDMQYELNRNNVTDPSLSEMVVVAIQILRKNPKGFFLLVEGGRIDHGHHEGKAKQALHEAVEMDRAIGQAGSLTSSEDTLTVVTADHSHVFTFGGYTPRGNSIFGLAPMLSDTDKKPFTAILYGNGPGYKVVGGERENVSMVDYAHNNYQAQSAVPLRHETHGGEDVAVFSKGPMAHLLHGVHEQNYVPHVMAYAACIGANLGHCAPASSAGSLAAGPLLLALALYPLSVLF
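Test system – human TNAP · Doses – 20 µM single point · Incubation – 30 min, room temperature · Signal – luminescent substrate turnover signal · Read-out basis – activation factor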
PPARg SRC-2 ag: PPARgamma-driven SRC-2 recruitment agonism | activation, % at 8 µM | 0.34% of 200,000 active | PPARgamma LBD-SRC-2 recruitment, biochemical | P37231; in the data active = activation above about 22%;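 note: 0% = vehicle and 100% = reference agonist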
TNAP inh hi DEA: blocks human TNAP under high phosphate acceptor concentration | 0.03% of 200,000 active | purified TNAP, CDP-star luminescence, 1 M DEA | inhibition, % at 20 µM | AID 1135;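 active = over 50% inhibition of tissue-nonspecific alkaline phosphatase at 20 µM in the single-dose screen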;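 note: plate controls were DMSO wells for no effect and EDTA-quenched wells as full inhibition for full effect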
TNAP inh noacc: TNAP (human) inhibition, acceptor-free conditions; purified TNAP, CDP-star luminescence, 30 min; inhibition, % at 20 µM; P05186; AID 1012; 0.26% of 200,000 active;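 active = tissue-nonspecific alkaline phosphatase inhibition above about 50% at 20 µM in the single-dose screen, limit read from the data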;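 note: 0% = DMSO negative control and 100% = EDTA positive control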
TR-FRET SRC-2 ct: counter-screen for PPARgamma SRC-2 recruitment agonists: TR-FRET artefact; 0.4% of 200,000 active; TR-FRET ratio at 8 µM; AID 1049; stronger effect = higher value; in the data active = TR-FRET ratio above about 2000; note: inactives centre near 1500
PPARg SRC-3 ag: agonists of human PPARgamma SRC-3 coactivator recruitment; biochemical PPARgamma/SRC-3 coactivator recruitment assay; activation, % at 8 µM; 0.26% of 200,000 active; in the data active = activation above about 23%;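 note: 0% = DMSO and 100% = reference agonist; some compounds past the cut are filed as inactive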
Efa HMGR inh: blocks class II HMG-CoA reductase of Enterococcus faecalis | inhibition, % at 10 µM | 0.41% of 190,000 active | purified E. faecalis HMGR, NADPH absorbance 340 nm kinetic;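 active = inhibition above a set limit, the median over all tested compounds plus 3 SD, cut at about 9.5% in these data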;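 note: enzyme runs in reverse so mevalonate oxidation gives rising NADPH absorbance; 0% = complete reaction with DMSO and 100% = background rate lacking mevalonate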
* hit, by the source's call; nt = not tested or not shown.

SMILES	bIAP inh	PPARg SRC-1 ag	bIAP activator	TNAP act hi DEA	PPARg SRC-2 ag	TNAP inh hi DEA	TNAP inh noacc	TR-FRET SRC-2 ct	PPARg SRC-3 ag	Efa HMGR inh
CCCCOCCCNCC(=O)Nc1ccc(S(N)(=O)=O)cc1	-4	5	1	1	-3	1	-9	1388	-1	4
CN(C)c1ccnc(Oc2ccc(F)cc2)c1C#N	2	3	1	1	7	2	-5	1797	17	-3
CCN1CCN(P2(=O)C=C(c3ccccc3)OC(c3ccccc3)=C2)CC1	-16	-11	1.2	1.1	-1	-10	-2	1482	-7	0
CC1=CC(C)(C)NC(=S)N1c1ccccc1	13	5	0.9	1	2	-3	-8	1519	5	-5
CCCCN(C)C1CCN(C(=S)Nc2cccc(SC)c2)CC1	-15	-11	1.1	1	-6	0	13	1577	-2	0
CCOC(=O)c1sc(NC(=O)CCCCl)nc1C	2	0	1	1.1	1	-5	-13	1650	-2	2
O=C(Nc1cccnc1)c1ccc(NS(=O)(=O)c2cccc([N+](=O)[O-])c2)cc1	22	-2	0.8	1	-10	0	-5	1457	-6	-5
Cc1cc(C(F)(F)F)n(-c2nc(C(=O)Nc3cccnc3)cs2)n1	-11	-3	1.1	1	7	1	-1	1456	3	-3
Cc1cc(=O)n2[nH]cnc2n1	20	10	0.8	1	-6	-4	-12	1566	4	-12
COc1cc2[nH]c(=O)n(Cc3ccc(C(=O)NCCCN4CCN(C)CC4)cc3)c(=O)c2cc1OC	-13	0	1.1	1	0	2	-11	1697	0	-5
O=S(=O)(c1ccc(Cl)nc1)N(Cc1ccccc1)Cc1ccccc1	-9	-4	1.1	1	-6	0	-11	1548	-3	-8
CCOC(=O)C1C(=O)CC(C)(O)C(C(=O)OCC)C1c1cccc(OC)c1 (stereo not drawn)	0	4	1	1.1	0	-7	-5	1524	2	-3
Cc1nc2cc(NC(=O)Nc3cccc4ccccc34)ccc2n1C	-5	0	1	1.1	2	-7	-10	1617	0	-7
Cc1cc(F)ccc1NCc1ccccc1[N+](=O)[O-]	-2	14	1	1	-1	-3	-2	1682	1	1
COc1ccc(C)cc1Nc1nc(-c2c[nH]c3ccccc23)cs1	1	-1	1	1	-4	2	48	1262	-1	-4
CCc1ccc(NC(=O)CSCCO)cc1	8	-4	0.9	1	-4	-4	-8	1339	2	-1
CS(=O)(=O)N(CC(=O)Nc1cccnc1)c1ccc2c(c1)OCO2	12	-1	0.9	1.1	3	-7	-5	1623	0	0
COC(=O)c1ccccc1NC(=O)c1ccccc1OC	23	3	0.8	1	3	-3	-2	1491	6	-5
COc1ccc(C(=O)/C=C(\C)Nc2ccc(NC(C)=O)cc2)cc1	7	-4	0.9	1	5	2	-4	1592	6	-4
O=C(O)CCCNC(=O)c1ccccn1	1	-4	1	1	-6	-2	-6	1363	0	0
Cc1ccc(-c2[nH]c(=O)n3ccncc23)s1	nt	11	nt	nt	-1	nt	nt	1643	23	5
CCCCCCCC[n+]1c(C)n(-c2ccccc2)c2ccc(NC(C)=O)cc21	-16	0	1.2	1.1	0	-8	-10	1335	-1	-1
O=C(CSc1nnc(COc2cccc3cccnc23)o1)c1ccc(F)cc1	5	5	1	1.1	3	-5	-2	1456	10	-1
CN(Cc1ccccc1)S(=O)(=O)c1ccc(NS(C)(=O)=O)cc1	13	-5	0.9	1	-4	-4	-9	1544	0	-4
COc1ccc(C(C)NC(=O)c2ccccc2Br)cc1OC (stereo not drawn)	-4	-8	1	1	-2	-4	-15	1612	-7	4
O=[N+]([O-])c1cccc(CSc2ncnc3ccccc23)c1	7	3	0.9	1	-1	2	-1	1489	-1	-1
O=S1(=O)CCC(SCc2nc3sccn3c2Br)C1 (stereo not drawn)	0	-3	1	1.1	-1	-6	-12	1517	-2	-2
N#Cc1ccc(NC(=O)c2cc(-c3cccs3)on2)cc1	4	4	1	1.1	4	-7	-9	1453	6	-4
CCOc1ccc2[nH]c(=O)c(=O)[nH]c2c1	10	2	0.9	1	1	2	-27	1653	15	-1
O=C(C1CCCN(S(=O)(=O)c2cccc3nonc23)C1)N1CCN(c2ccccc2)CC1 (stereo not drawn)	-1	-5	1	1.1	7	-7	-8	1339	-19	-3
O=C(/C=C/c1ccccc1Cl)NCCN1CCOCC1	-1	-3	1	1	2	-1	-7	1602	2	-3
O=[N+]([O-])c1ccc(N2CCN(CC(O)COc3ccccc3)CC2)cc1 (stereo not drawn)	-10	3	1.1	1	-1	4	6	1523	4	-2
O=C(Cc1ccc([N+](=O)[O-])cc1)NCC1CCCO1 (stereo not drawn)	-14	14	1.1	1	10	2	-1	1787	1	-6
Cc1cc(C)c(S(=O)(=O)N(C)CC(=O)NCc2ccncc2)c(C)c1	-1	-5	1	1.1	-2	-6	-5	1368	-3	-1
CCOC(=O)C(=CNc1ccc(NC2=NCC(C)S2)cc1)C(=O)OCC (stereo not drawn)	6	1	0.9	1	3	-4	-16	1341	-3	3
CCS(=O)(=O)N1Cc2ccccc2CC1C(=O)Nc1ccc(NC(C)=O)cc1 (stereo not drawn)	-3	4	1	1	2	-2	-2	1740	8	-1
O=C(NNC(=O)c1ccccc1-n1cccc1)c1cccc(Cl)c1	-9	2	1.1	1	-1	-5	-14	1398	-7	-1
O=C(NCc1cccnc1)C1CCCCN1S(=O)(=O)c1ccc(F)cc1 (stereo not drawn)	14	3	0.9	1	1	-4	-7	1617	-11	-9
COc1ccc(NC(=O)C2CCCN(S(=O)(=O)c3c(C)n[nH]c3C)C2)cc1OC (stereo not drawn)	-34	8	1.3	1	5	-3	32	1682	3	-1
CN(CC1CCOCC1)C(=O)CC1C(=O)NCCN1Cc1ccc(-c2ccccc2)cc1 (stereo not drawn)	-9	-3	1.1	1	3	-3	-4	1512	3	1
CCN(CC(=O)Nc1ccccc1-c1ccccc1)Cc1nc2ccccc2c(=O)[nH]1	-62	8	1.6	1	0	-3	-158	1461	5	-1
CCOC(=O)C1=C(C)NC(C)=C(C(=O)OCC)C1	10	-7	0.9	1	-7	-4	-16	1389	10	-6
CC(C)CN(Cc1c(O)ccc2c3c(c(=O)oc12)CCC3)CC(C)C	-14	17	1.1	1	-2	-3	-12	1625	-1	6
Cc1nc2cc(C(=O)OCC(=O)Nc3ccc(C#N)cc3)ccc2n1-c1ccccc1	-9	5	1.1	1.1	7	-5	-10	1680	6	1
COc1ccc(/C=N/NC(=O)c2ccc(Br)o2)cc1Cn1cc([N+](=O)[O-])cn1	1	1	1	1	2	-1	-2	1686	1	-1
CCC(=O)c1ccc(OCC(O)CN2CCN(C(c3ccccc3)c3ccccc3)CC2)cc1 (stereo not drawn)	-7	12	1.1	1	-2	-4	-9	1516	13	-4
O=C(Cc1ccc2c(c1)OCCO2)N1CCN(S(=O)(=O)c2cccs2)CC1	-40	-2	1.4	1	-10	1	-2	1327	-1	-6
COc1ccc(/C=C/C(O)=C2/C(=O)NC3(C)CC2c2ccccc2O3)c(OC)c1OC (stereo not drawn)	9	-2	0.9	1	3	-4	-8	1634	7	-3
O=C(CC(NCc1ccccn1)C(=O)O)Nc1ccccc1Cl (stereo not drawn)	-37	2	1.4	1	-1	-4	-39	1590	2	3
COc1cccc(-n2ccnc2SCC(=O)Nc2cc(C)on2)c1	6	6	0.9	1.1	7	-5	-10	1601	2	-1
CC(/C=C/C(=O)c1ccc(C)cc1)=C\c1ccccc1	15	2	0.8	1.1	7	-6	-3	1522	7	-2
CCOCCn1c(SCc2ccc(C)cc2)nc2c1c(=O)[nH]c(=O)n2C	0	-3	1	1	8	-1	12	1525	3	-11
CC(=O)Oc1ccc(C(=O)c2ccccc2)c(OC(C)=O)c1	12	6	0.9	1	-7	-4	-11	1502	-5	1
O=C(N/N=C/C=C\c1ccccc1[N+](=O)[O-])c1ccccn1	1	-2	1	1	-7	2	-72	1355	0	2
CCOC(=O)CN=C/C(C(C)=O)=C(/C)O	12	4	0.9	1.1	9	-7	-9	1580	-1	2
CCOC(=O)Cc1csc(NC(=O)c2c(-c3c(F)cccc3Cl)noc2C)n1	3	-7	1	1	-4	-2	-3	1477	9	-10

Of the compounds above, these have a COOH group:
SMILES	bIAP inh	PPARg SRC-1 ag	bIAP activator	TNAP act hi DEA	PPARg SRC-2 ag	TNAP inh hi DEA	TNAP inh noacc	TR-FRET SRC-2 ct	PPARg SRC-3 ag	Efa HMGR inh
O=C(O)CCCNC(=O)c1ccccn1	1	-4	1	1	-6	-2	-6	1363	0	0
O=C(CC(NCc1ccccn1)C(=O)O)Nc1ccccc1Cl (stereo not drawn)	-37	2	1.4	1	-1	-4	-39	1590	2	3

Grouped by structure, those above containing an aryl methoxy group.
SMILES	bIAP inh	PPARg SRC-1 ag	bIAP activator	TNAP act hi DEA	PPARg SRC-2 ag	TNAP inh hi DEA	TNAP inh noacc	TR-FRET SRC-2 ct	PPARg SRC-3 ag	Efa HMGR inh
COc1cc2[nH]c(=O)n(Cc3ccc(C(=O)NCCCN4CCN(C)CC4)cc3)c(=O)c2cc1OC	-13	0	1.1	1	0	2	-11	1697	0	-5
CCOC(=O)C1C(=O)CC(C)(O)C(C(=O)OCC)C1c1cccc(OC)c1 (stereo not drawn)	0	4	1	1.1	0	-7	-5	1524	2	-3
COc1ccc(C)cc1Nc1nc(-c2c[nH]c3ccccc23)cs1	1	-1	1	1	-4	2	48	1262	-1	-4
COC(=O)c1ccccc1NC(=O)c1ccccc1OC	23	3	0.8	1	3	-3	-2	1491	6	-5
COc1ccc(C(=O)/C=C(\C)Nc2ccc(NC(C)=O)cc2)cc1	7	-4	0.9	1	5	2	-4	1592	6	-4
COc1ccc(C(C)NC(=O)c2ccccc2Br)cc1OC (stereo not drawn)	-4	-8	1	1	-2	-4	-15	1612	-7	4
COc1ccc(NC(=O)C2CCCN(S(=O)(=O)c3c(C)n[nH]c3C)C2)cc1OC (stereo not drawn)	-34	8	1.3	1	5	-3	32	1682	3	-1
COc1ccc(/C=N/NC(=O)c2ccc(Br)o2)cc1Cn1cc([N+](=O)[O-])cn1	1	1	1	1	2	-1	-2	1686	1	-1
COc1ccc(/C=C/C(O)=C2/C(=O)NC3(C)CC2c2ccccc2O3)c(OC)c1OC (stereo not drawn)	9	-2	0.9	1	3	-4	-8	1634	7	-3
COc1cccc(-n2ccnc2SCC(=O)Nc2cc(C)on2)c1	6	6	0.9	1.1	7	-5	-10	1601	2	-1

Screening results (PubChem BioAssay)
